p97 inhibitor = blocks human p97 ATPase activity; AID 1481; hit rate 0.42% among 220,000; recombinant p97 ATPase, Kinase-Glo ATP luminescence, 3 h; inhibition, % at 8 µM; P55072; in the data active = inhibition above about 15%;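 note: 0% = DMSO vehicle and 100% = wells lacking enzyme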
NPY-Y2 PAM-ag = potentiators or agonists of human neuropeptide Y receptor Y2; P49146; cells expressing NPY-Y2, potentiator/agonist read-out; activation, % at 3.6 µM; hit rate 0.45% among 220,000; in the data active = activation above about 27%;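 note: cells stimulated with NPY near EC25 plus isoproterenol at EC100; 0% = vehicle plus submaximal agonist and 100% = vehicle plus saturating agonist; some results beyond the cut were filed as inactive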
eIF4E 4G PPI = blocks eIF4E binding to eIF4G; TR-FRET eIF4E-eIF4GI(517-606) binding, 2 h; inhibition, % at 21.7 µM; hit rate 0.37% among 220,000; P63073+Q04637; AID 782;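 active = inhibition above about 30%, limit read from the data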;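 note: 0% = full FRET control wells and 100% = background wells lacking eIF4GI fragment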
NPY-Y1 antag = NPY-Y1 (human) receptor antagonism; P25929; HEK293-CNG Y1 cells, membrane potential fluorescence; NPY at EC95, then isoproterenol; inhibition, % at 3.6 µM; hit rate 1% among 200,000;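 active = inhibition above the campaign mean inhibition of all tested compounds plus 3 SD, cut at about 20% in these data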;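 note: 0% = DMSO wells given NPY plus isoproterenol and 100% = isoproterenol alone without NPY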
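Material: HEK293 cells co-expressing NPY Y1 receptor and cyclic-nucleotide gated channel. Timing: compound incubation 1 h at room temperature, readout 45 min post-stimulation. Signal: fluorescence, membrane potential probe.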
S1P4 ag = human S1P4 receptor agonism; O95977; S1P4-expressing cell line, agonist reporter assay; activation, % at 4.98 µM; hit rate 0.35% among 220,000; in the data active = activation above about 11%;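 note: 0% = DMSO vehicle and 100% = reference agonist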
S1P4 antagonist = antagonists of human S1P4 receptor; S1P4-expressing cells, antagonist mode, reporter read-out; inhibition, % at 4.98 µM; hit rate 0.26% among 220,000; AID 1510; in the data active = inhibition above about 29%;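 note: 0% = wells stimulated with agonist and 100% = vehicle wells without agonist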
EP2 mod = EP2 receptor (human) modulation; P43116; hit rate 0.83% among 260,000; induction, % at 25 µM; EP2-expressing cells, cAMP HTRF FRET, PGE2 co-stimulation;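 active = compounds whose cAMP rise, as percent of the full-agonist control response, exceeds 60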;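 note: rat C6 glioma line stably carrying human EP2 under a CMV promoter; the protocol text gives 20 µM as final concentration; 100% = response of wells given 1 µM PGE2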
EP2 antag = EP2 receptor (human) inhibition | C6 glioma cells expressing human EP2, cAMP TR-FRET; cells stimulated with saturating PGE2 | P43116 | AID 1422 | hit rate 0.52% among 260,000 | inhibition, % at 25 µM;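 active = percent inhibition above 40 after rounding to a whole number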;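 note: rat C6 glioma host cells with rolipram phosphodiesterase inhibitor present; the protocol text gives 20 µM as final concentration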
NPY1 pot ag = potentiators or agonists of human neuropeptide Y receptor Y1. NPY-Y1 expressing cells, potentiator/agonist activation. activation, % at 3.6 µM. hit rate 0.37% among 220,000. AID 1304; in the data active = activation above about 33%, passing the limit was not always enough;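 note: cells stimulated with NPY at EC10 then isoproterenol at EC100; 0% = low agonist plus stimulus and 100% = saturating agonist plus stimulus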
* = called active by the depositor; x = not tested or not shown; & = joins results of further samples; [ ] = remark or other dose. Some of the compounds tested; the hit share may differ from the screen's.

SMILES | p97 inhibitor | NPY-Y2 PAM-ag | eIF4E 4G PPI | NPY-Y1 antag | S1P4 ag | S1P4 antagonist | EP2 mod | EP2 antag | NPY1 pot ag
Cc1cccc(C)c1NC(=O)CN(c1ccccn1)S(=O)(=O)c1ccc(F)cc1 | 3 | 11 | 2 | 6 | 0.9 | -19 | 2 | 19 | -5
Cc1cc(NC(=O)c2cccc(N3C(=O)CCC3=O)c2)no1 | 0 | 4 | 0 | -2 | 3.1 | -4 | 27 | 4 | 3
COc1ccccc1OCCC(=O)OCC(=O)NC(C)c1ccccc1 (stereo unspecified) | 4 | 4 | 3 | 2 | 1.6 | -9 | 0 | 5 | 6
COc1ccc2o/c(=N/NC(=O)c3cccs3)c(C(N)=O)cc2c1 | 1 | -4 | -7 | 1 | 0.6 | -8 | 3 | 11 | 7
O=C(CSc1cc([N+](=O)[O-])cc(S(=O)(=O)Cc2ccccc2)c1)NC1CC1 | 3 | 7 | 21[fluorescence artefact?] | -7 | -0.1 | 2 | 9 | 3 | 4
O=C(NNC(=O)c1ccncc1)Nc1ccc([N+](=O)[O-])cc1 | 2 | 6 | -2 | -2 | -0.3 | 7 | -47 | 28 | 6
Brc1ccc(C2=Nn3c(nnc3-c3ccncc3)SC2)cc1 | 7 | -4 | x | 8 | 0.1 | 7 | x | x | 1
CCCCOC(=O)c1ccc(Nc2ccc([N+](=O)[O-])cn2)cc1 | 4 | 4 | 2[fluorescence artefact?] | 0 | 2.6 | -24 | 15 | 5 | -25
CC(C)(C)c1ccc(OC(=O)c2ccc3snnc3c2)cc1 | 5 | 3 | 12 | -5 | 0.9 | 3 | -7 | 4 | 18
Cc1nn(-c2ccccc2)c(Cl)c1C(=O)NCc1cccs1 | -7 | 0 | 4 | -1 | 0.7 | -13 | 4 | 7 | -2
Cc1ccc(C(=O)Nc2nnc(CC(=O)N/N=C/c3ccncc3)s2)cc1 | -5 | 2 | 9 | 3 | -1.7 | 3 | 6 | 2 | 15
COc1ccc2c(c1)c1nc3n(c(=O)c1n2CC(=O)Nc1cc(C)[nH]n1)CCS3 | 3 | 0 | 5 | 0 | 0.9 | -12 | -21 | 6 | 19
O=C(CSc1ncccn1)NCc1ccccc1Cl | 5 | 0 | -12 | -2 | 2.0 | -8 | -14 | 10 | 12
Cc1ccc(NC(=O)C(=O)NCCOc2ccccc2Cl)cc1 | 10 | -3 | -4 | -4 | -2.5 | -11 | 1 | 2 | -13
CCOc1nc(-c2ccccc2Cl)ccc1C#N | -4 | -10 | -7 | 4 | -3.4 | -21 | 43 | 10 | -31

An excerpt from above with just p97 inhibitor and eIF4E 4G PPI:
compound	p97 inhibitor	eIF4E 4G PPI
CC(C)(C)c1ccc(OC(=O)c2ccc3snnc3c2)cc1	5	12
Cc1nn(-c2ccccc2)c(Cl)c1C(=O)NCc1cccs1	-7	4
Cc1ccc(C(=O)Nc2nnc(CC(=O)N/N=C/c3ccncc3)s2)cc1	-5	9

Continued.
SMILES | p97 inhibitor | NPY-Y2 PAM-ag | eIF4E 4G PPI | NPY-Y1 antag | S1P4 ag | S1P4 antagonist | EP2 mod | EP2 antag | NPY1 pot ag
O=C(c1ccc(CNS(=O)(=O)c2cccc(Cl)c2)cc1)N1CCCC1 | 1 | 7 | 1 | -2 | -0.1 | -14 | 35 | 13 | -1
CC(c1ccco1)N(C(=O)C12CC3CC(CC(C3)C1)C2)c1ccccn1 (stereo unspecified) | -9 | -7 | -3 | 11 | 0.8 | -19 | 23 | 18 | 1
O=C(Nc1ccc2c(c1)OCO2)C1CC(c2ccc(Cl)cc2)=NO1 (stereo unspecified) | 4 | -25 | -1 | 5 | -2.1 | -11 | -12&9 | 9&16 | 0
CC1CCN(C(=O)CCCNC(=O)Cn2cnc3sc4c(c3c2=O)CCCC4)CC1 | 1 | -22 | x | 4 | -5.2 | 11 | 23 | x | 1
Clc1ccccc1-c1nnc(-c2cccs2)o1 | 4 | -13 | -6 | 9 | 2.5 | -4 | -6 | 9 | 6
Cc1ccc(C(=O)NNC(=S)NC(=O)c2ccco2)cc1 | 0 | -2 | -4 | -4 | 1.5 | -3 | -22 | 6 | 20
COc1ccc(-c2csc(NC(=O)CN3C(=O)CCC3=O)n2)c(OC)c1 | 4 | 17 | 1 | -6 | 4.3 | -8 | 6 | 5 | -17
Cc1ccc(-c2csc(NC(=O)c3ccc(C)o3)n2)cc1 | -3 | -25 | -2[fluorescence artefact?] | 13 | 0.1 | -7 | 28 | 15 | -61
CC(C)C1C(C#N)=C(N)Oc2n[nH]c(C(C)(C)C)c21 (stereo unspecified) | -1 | -10 | -3 | -5 | 0.0 | -6 | 17 | 12 | 3
CCN(CC)S(=O)(=O)c1cccc(N=Nc2c(O)c3ccccc3oc2=O)c1 | 3 | -9 | -6 | x | 1.8 | -11 | -23 | 16 | 17
COC(=O)c1cccc(NC(=O)c2ccc(S(=O)(=O)N3CCN(C)CC3)cc2)c1 | -3 | 13 | -4 | -5 | -0.6 | -14 | -49 | 8 | -4
O=C(Nc1nnc(CCS(=O)(=O)c2ccc3ccccc3c2)s1)c1ccc([N+](=O)[O-])cc1 | 1 | 6 | 11 | 1 | -1.0 | 2 | -41 | 5 | -7
COC(=O)c1c(NC(=O)CN(c2ccccc2)S(C)(=O)=O)sc2c1CCCC2 | -6 | 21 | 1 | -2 | 0.3 | -4 | 10 | 7 | -4
COC(=O)c1nonc1NCn1nnc2ccccc21 | -1 | -4 | 7 | 1 | 0.1 | -9 | 14 | 6 | 0
Cc1ccc(S(=O)(=O)/N=C2/NC(=O)/C(=C/c3ccccc3)S2)cc1 | 4 | -9 | 1 | -1 | 0.8 | -2 | 14 | 5 | 0
O=C(COC(=O)[C@@H]1CCCN1S(=O)(=O)c1ccccc1F)c1ccccc1 | 13 | 1 | -1 | -2 | -1.6 | 5 | -5 | 7 | 6
CCOC(=O)c1cnn(-c2nc(CC)nc3sc4c(c23)CCC4)c1N | 7 | 5 | -7 | -1 | -1.0 | 12 | 35 | 8 | -9
O=C(CNc1ccc(F)cc1)N/N=C1\CCc2ccccc21 | 2 | -2 | -1 | 11 | 0.7 | -18 | -36 | 1 | -5
Nc1ccc(NC(=O)c2ccc(C(=O)Nc3ccc(N)cc3)cc2)cc1 | 3 | -3 | -19 | x | 1.6 | -2 | -34 | 12 | -1
COc1cc(SC)ccc1C(=O)Nc1cccc(C)n1 | 1 | -28 | 0 | 8 | -0.1 | 5 | -1 | 5 | 2
Cc1ccc(O)c(C(=O)c2cnn(-c3ccccc3)c2)c1 | 0 | -12 | -5 | 18 | 2.6 | -18 | -9 | 10 | -7
c1csc(-c2nnc(COc3ccc4c(c3)OCO4)o2)c1 | 1 | -22 | 1 | 5 | 0.4 | 0 | -55 | 13 | -7
O=C(CSc1nnc(-c2cccs2)o1)Nc1cccc(S(=O)(=O)N2CCCCC2)c1 | -2 | 6 | 9 | 7 | 0.9 | -10 | 10 | 9 | -11
Cc1ccc(N2CC(C(=O)O)CC2=O)cc1 (stereo unspecified) | 4 | 9 | 0 | -3 | 0.8 | -24 | 18 | 7 | 6
Cc1cc(C)nc(NC(=O)CSc2nc3cc(Cl)ccc3s2)n1 | -4 | 0 | 3 | 12 | -0.8 | -16 | 3 | 13 | 0
CCOC(=O)c1c(-c2ccc(OC)cc2)cn2ccccc12 | 4 | -8 | 8 | 7 | -0.5 | -16 | 21 | 5 | 1
N#Cc1ccsc1NC(=O)CN1CCN(c2ccccc2)CC1 | 10 | 1 | 9 | -2 | -0.3 | -10 | -12 | 6 | 4
O=C(O)c1ccc2c(c1)ncn2C1CCCC1 | 6 | 11 | 0 | 0 | 1.2 | 3 | 6 | 4 | -14
COc1cc(C(=S)N2CCOCC2)cc(OC)c1O | 6 | -20 | 7 | x | -0.3 | -2 | 18 | 8 | 28
CC(=O)Nc1ccc(OC(=O)c2cccs2)cc1 | 2 | -7 | 12 | -1 | 1.3 | -14 | 1 | 9 | -11
Cc1cc(NC(=O)CSc2ccc3ccccc3c2)no1 | 4 | -15 | -13 | 6 | -1.0 | 3 | 12 | 7 | -40
O=C(Nc1ccc2nsnc2c1)N1CCCCC1 | 4 | -1 | 4 | 1 | 4.0 | -4 | 5 | 18 | -5
CN(Cc1cc2ccccc2[nH]c1=O)S(=O)(=O)c1ccccc1 | -2 | 6 | 0 | 4 | 0.0 | 14 | -3 | 13 | -2
CC(C)c1ccc(N2C(=O)[C@@H]3Cc4ccccc4CN3C2=O)cc1 | 2 | 1 | -2 | -2 | 0.3 | -13 | 18 | 10 | 6
CCOc1ccc(NC(=O)C(CC)NC(=O)c2ccccc2CO)cc1 (stereo unspecified) | -5 | 5 | 5 | 8 | 1.6 | -18 | 9 | 8 | 0
O=C(Nc1ccc(-n2cccc2)cc1)C1CC1 | -2 | 9 | -2 | 5 | 1.0 | -5 | -28 | 1 | 2
O=c1ccc2cc(O)c(O)cc2o1 | 0 | 12 | 1[fluorescence artefact?] | -3 | 4.4 | 12 | 17&15 | 25&11 | 8
NS(=O)(=O)c1ccc(CCNC(=O)[C@@H]2CCCN2S(=O)(=O)c2ccccc2F)cc1 | 3 | 3 | -1 | 4 | 0.1 | -17 | -4 | 12 | 6
O=C(CCCC(=O)OCC(F)(F)C(F)F)Nc1ccccc1F | 4 | 3 | -4 | 7 | 1.2 | -2 | -13 | 4 | -6
O=C(CCNC(=O)c1ccccc1)OCC(=O)c1ccccc1 | 1 | 2 | 1 | -2 | -0.4 | -11 | -7 | 3 | -8
CC1(C)CC2CC(C)(CN2C(=O)COC(=O)c2ccc(Cl)cc2N)C1 (stereo unspecified) | 3 | -2 | x | 1 | 0.4 | 2 | -20 | 16 | 5
Cc1nc(N(C)C)c2sc(=S)n(C)c2n1 | 5 | -17 | -6 | -2 | 0.5 | -6 | 2 | 6 | -16
COC(=O)c1cccc(NC(=O)CN2CCC(NC(=O)c3cc(OC)c(OC)c(OC)c3)CC2)c1 | -5 | -9 | 0 | 5 | 0.1 | -10 | -10 | 3 | -166
CC(=O)Nc1ccc(Nc2nc(C)c([N+](=O)[O-])c(Nc3ccccc3)n2)cc1 | 1 | 5 | 13 | -4 | 2.1 | -11 | -78 | 6 | 0
CCN(CC)C(=O)CSc1nnc2sc3ccccc3n12 | 5 | 4 | -1 | 3 | -0.3 | -17 | 2 | 8 | 8
CCOc1nc(-c2ccc(OC)cc2)ccc1-c1noc(-c2cc(OC)c(OC)c(OC)c2)n1 | 4 | 1 | -33 | 6 | -3.2 | -22 | 32 | 15 | -7
O=C(C1CCN(c2nnc(-n3cccc3)s2)CC1)N1CCc2ccccc2C1 | 7 | -9 | 6 | -1 | 1.5 | -17 | 11 | 12 | 3
CC(C)(C)C(=O)Nc1ccc2c(c1)-c1cc(NC(=O)C(C)(C)C)ccc1C2 | 3 | 1 | 3 | -1 | 1.3 | -9 | -47 | 7 | 10
CN1CCN(C(=O)C2=C[C@H](c3coc4ccccc4c3=O)C[C@H](OCc3ccc(CO)cc3)O2)CC1 | 4 | -14 | 4 | 0 | -0.6 | -3 | 5 | 4 | 13
COc1cc2[nH]c3c(=O)n4c(nc3c2cc1OC)SCCC4 | -1 | 1 | -3 | -6 | -0.9 | 0 | -26 | 12 | -7
Cc1ccc(C(=O)NN2CC(O)=C(c3nc(-c4cccc([N+](=O)[O-])c4)cs3)C2=N)cc1 | 4 | 19 | 8 | -2 | -2.8 | -16 | -13 | 6 | 2

Screening results (PubChem BioAssay)
